# Screening data as filed in PubChem.
# SKN-1 inh: C. elegans SKN-1 inhibition; AID 624304; C. elegans VP596 Pgst-4::GFP/RFP ratio, acrylamide-induced, 24 h; inhibition, % at 21.8 µM; actives 0.49% (n = 360,000);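 active = interference check ratio from 0.5 to 1.5 plus GFP to RFP signal ratio inhibition reaching or exceeding a fixed threshold, cut at about 30% in these data, passing the limit was not always enough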; note: some compounds called inactive have numbers as strong as hits
# PABP1 MLLE inh: inhibitors of microRNA-mediated deadenylation, human PABP1 MLLE binding; inhibition, % at 20 µM; P11940; GST-MLLE / FITC-PAM2 fluorescence polarization; actives 0.36% (n = 360,000); in the data active = inhibition above about 35%, passing the limit was not always enough;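 note: plate controls were DMSO wells with GST-MLLE for no effect and wells lacking GST-MLLE protein for full effect; some results filed as inactive read as strong as hits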
# bovine MsrA act: bovine methionine sulfoxide reductase A activation; AID 602163; activation, % at 10.6 µM; purified bovine MsrA, absorbance read-out; actives 0.3% (n = 360,000); in the data active = activation above about 7.5%;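 note: 0% = vehicle and 100% = reference activator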
# eLon inh: E. coli protease La inhibition; P0A9M0; purified E. coli Lon protease, fluorescence polarization; inhibition, % at 7.94 µM; actives 0.42% (n = 360,000); in the data active = inhibition above about 13%, passing the limit was not always enough;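 note: 0% = enzyme with probe and DMSO and 100% = no enzyme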
# Target sequence (P0A9M0 whole entry, looked up): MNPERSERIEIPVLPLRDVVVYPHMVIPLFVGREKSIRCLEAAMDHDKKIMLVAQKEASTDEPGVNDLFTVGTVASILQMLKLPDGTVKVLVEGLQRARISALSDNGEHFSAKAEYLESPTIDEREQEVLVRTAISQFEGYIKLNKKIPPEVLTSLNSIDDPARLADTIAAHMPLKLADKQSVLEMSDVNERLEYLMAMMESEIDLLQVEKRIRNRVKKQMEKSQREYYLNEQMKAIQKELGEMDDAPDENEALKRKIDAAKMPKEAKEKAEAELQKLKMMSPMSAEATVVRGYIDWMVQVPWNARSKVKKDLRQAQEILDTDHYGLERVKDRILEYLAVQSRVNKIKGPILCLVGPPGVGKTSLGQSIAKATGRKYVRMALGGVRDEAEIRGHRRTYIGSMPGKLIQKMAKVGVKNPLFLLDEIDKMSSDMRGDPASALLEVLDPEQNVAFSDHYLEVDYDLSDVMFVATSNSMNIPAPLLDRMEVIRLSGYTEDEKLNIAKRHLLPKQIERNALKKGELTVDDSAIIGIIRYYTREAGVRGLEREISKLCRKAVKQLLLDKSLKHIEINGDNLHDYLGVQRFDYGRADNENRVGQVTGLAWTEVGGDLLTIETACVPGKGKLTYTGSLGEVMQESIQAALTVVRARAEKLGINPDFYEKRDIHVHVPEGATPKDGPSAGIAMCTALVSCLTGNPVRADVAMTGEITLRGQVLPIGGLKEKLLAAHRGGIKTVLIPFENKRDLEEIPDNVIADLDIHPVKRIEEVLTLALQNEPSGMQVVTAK
# FAS TE block: inhibitors of human fatty acid synthase thioesterase domain; inhibition, % at 15 µM; P49327; recombinant FAS-TE, OMFH fluorogenic substrate, fluorescence endpoint; actives 0.67% (n = 360,000);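 active = compounds whose normalised, plate-corrected inhibition of enzyme fluorescence in the single-dose primary screen is 50% or more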;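 note: 0% = DMSO with enzyme and 100% = substrate without enzyme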
# Neddyl block: cullin neddylation inhibition; P61081+Q13564; TR-FRET cullin neddylation, biochemical; calls only at 25 µM; actives 0.58% (n = 360,000); AID 651699; in the data active = inhibition above about 36%
# MT1-MMP act inh: MT1-MMP (human) activation inhibition; P50281; actives 0.061% (n = 360,000); GFP/RFP ratio change, % at 20 µM; HT1080 RFP-PRO-GFP cells, GFP/RFP ratio fluorescence, overnight; percent of plate control window, DMSO zero;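 active = GFP/RFP ratio change of at least 30% with cell ATP level not reduced by more than half and red fluorescence within 50% of control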; note: strong numbers were not always called active
#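 Assay system: HT1080 RFP-PRO-GFP cells | Dosing: 20 µM single dose, 1% DMSO | Incubation: Cells overnight before dosing, compound overnight, 37 °C, 5% CO2 | Evaluation: GFP/RFP fluorescence ratio | Control set: DMSO-only wells and HT1080 RFP-L50D-GFP cell wells as references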
# NRP1-CendR mod: NRP-1/CendR interaction modulation | FAM-RPARPAR peptide binding to NRP-1, fluorescence polarization | inhibition, % at 25 µM | actives 0.85% (n = 360,000) | AID 602438;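 active = inhibition or corrected inhibition above about 18%, plus a signal ratio from 0.5 to 1.5, limit read from the data, passing the limit was not always enough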; note: strong numbers were not always called active
# Rin1-Abl PPI inh: inhibitors of human Rin1-Abl protein interaction; P00519+Q13671; TR-FRET Rin1/Abl binding, biochemical; inhibition, % at 7.35 µM; actives 0.4% (n = 360,000); in the data active = inhibition above about 5%, passing the limit was not always enough
# Starred values were filed as active, the others as inactive; i = inactive; . = no result given.
SMILES,SKN-1 inh,PABP1 MLLE inh,bovine MsrA act,eLon inh,FAS TE block,Neddyl block,MT1-MMP act inh,NRP1-CendR mod,Rin1-Abl PPI inh
CCN(CC)CCCn1c2c(c(SCC(=O)Nc3nc4ccccc4s3)nc1=O)CCC2,9,2,-8,0,-5,i,0,-5,-3
Cc1c(C(=O)NCc2ccc(C(C)C)cc2)sc(=O)n1Cc1ccc(S(=O)(=O)N(C)C)cc1,-12,-3,0,-2,29,i,7,-25,-4
NC(=O)[C@@H]1CC2(CC(c3cccc(NC(=O)CC(c4ccccc4)c4ccccc4)c3)=NO2)CN1C(=O)c1ccc(Cl)cc1 (stereo partly drawn),8,10,-4,-13,33,i,-5,-2,3
CC(C)Cn1c2c(c(O)c(C(=O)Nc3ccc(F)cc3)c1=O)CCCC2,1,7,1,-6,6,i,-3,-4,1
CC1Cc2nc(SCC(=O)NCC3CCCO3)n(Cc3ccccc3)c(=O)c2S1 (stereo not drawn),6,-14,-2,-4,-2,i,3,3,-3
CCOC(=O)c1cnn(-c2ccc(C(C)C)cc2)c1NC(=O)C1CCC1,1,-5,5,1,-7,i,2,-9,1
COc1cccc(C(=O)NCCS(=O)(=O)N2CCC3(CC2)OCCO3)c1,2,14,-2,4,-4,i,0,-8,0
COc1ccccc1NC(=O)CCn1c(=S)oc2ccccc21,-1,-12,-3,-4,-2,i,-1,1,1
COc1cc(OC)nc(Oc2ccccc2C=O)n1,8,-6,0,11,-4,i,1,-11,4
CCn1c(=O)c([N+](=O)[O-])c(NCc2ccco2)c2ccccc21,13,20,-2,13,2,i,0,-11,-2
O=C(CSc1nnnn1C1CCCCC1)Nc1ccccc1F,-2,16,-6,3,-2,i,-1,4,2
C/C(=N\NC(=O)c1ccc(O)cc1)c1ccc(NC(=O)Cc2ccccc2)cc1,-1,-4,-2,5,-3,i,4,4,-1
O=C(CSc1ccc(Cl)cc1)NC1CCCC1,20,0,1,9,-6,i,0,-12,5
Cc1nn(CCOc2ccccc2)c(=O)n1-c1ccc(Cl)cc1,1,-1,0,5,0,i,4,1,4
COc1ccccc1CCC(=O)OCC(=O)Nc1cccc(S(=O)(=O)N2CCCCC2)c1,23,-10,-5,1,15,i,2,11,-2
CCN(CC)c1ccc(C(=O)NNC(=O)CN2C(=O)NC3(CCCCC3)C2=O)cc1,15,-2,0,-3,-2,i,0,5,0
CCN(CC)CCn1c(NCc2nc3ccccc3n2Cc2ccccc2)nc2ccccc21,-2,-12,1,-2,4,i,0,-17,-5
CN(C)S(=O)(=O)c1ccc(C(=O)NCCOc2ccccc2)cc1,-1,6,-2,4,4,i,5,10,3
Cc1ccc(NC(=O)C(CC(C)C)NC(=O)C2CCC(C)CC2)nc1 (stereo not drawn),8,-3,-7,0,2,i,-10,14,-2
COc1ccc(NC(=O)NNC(=O)c2cc(C3CC3)nc3ccccc23)c(OC)c1,0,0,-3,-4,-3,i,-2,3,-2
COc1ccc(C(=O)N/N=C\C(C)=C\c2ccccc2)cc1OC,2,5,-4,0,3,i,5,-2,-3
COc1ccc(-n2nnc3c(=O)n(CC(=O)Nc4cc(C)on4)cnc32)cc1OC,5,4,-4,7,-8,i,-1,-9,-4
Cc1ccc(-n2ncc3c2CC(C)(C)CC3NC(=O)CCc2cccnc2)cc1 (stereo not drawn),-18,4,-3,-3,-2,i,7,18,-4
Cc1ccc(S(=O)(=O)N2CCN(C(=O)NCc3ccc(F)cc3)CC2)c(C)c1,6,9,-1,4,4,i,3,-7,1
Cc1ccc(C2N(c3ccc(Cl)c(Cl)c3)C(=O)C3CCCN32)o1 (stereo not drawn),0,-2,0,-2,5,i,-4,-6,-2
COc1ccccc1NS(=O)(=O)c1cccc(C(=O)N/N=C2\CC(=O)CC(C)(C)C2)c1,-3,-5,-5,21,-7,i,-3,-56,1
CCCCN(C)C/C(O)=C(\C#N)c1nc(-c2ccccc2)cs1,-12,3,-11,-15,-10,i,1,8,-5
CNc1ccc(Cl)cc1C(N)=O,-7,-14,-4,6,-6,.,1,-12,-2
Cc1ccc(C(C)C)c(OCC(=O)NS(=O)(=O)c2ccc(Cl)cc2)c1,-15,6,-4,1,4,i,-1,7,3
CCOc1ccc(CNC(=O)CCC(=O)N2CCSc3ccccc32)cc1,-8,-9,-1,-1,0,i,-3,3,-2
Cc1ccc(C(=O)NNC(=O)Cc2csc(-c3csc(C)n3)n2)cc1,-1,5,-1,-6,-6,i,2,6,-3
CCOC(=O)C1(CC2CC2)CCN(Cc2cnc(-c3ccccc3C)nc2)CC1,0,3,0,-7,5,i,2,1,0
Cc1ccc(F)cc1CNC(=O)C1CCC(=O)N(CC2CCCCC2)C1 (stereo not drawn),-13,5,-9,-6,-4,i,-1,-5,0
Cc1cnc(NC(=O)c2cc3ccccc3o2)s1,11,-6,-2,0,-4,i,6,-1,-2
NNC(=O)c1cc(O)c(O)c(O)c1,3,30,-7,-8,-4,i,-4,20,34*
Cc1nn(-c2ccccc2)c(C)c1NC(=O)COC(=O)c1ccc(S(=O)(=O)C(F)F)cc1,8,11,-1,-6,-3,i,0,7,1
O=C(C[C@H]1C/C=C\C[C@@H](Cc2ccc(F)cc2)C(=O)OC[C@@H]2CCCN2C1=O)NCCO,3,5,0,-4,-16,i,-2,-1,0
CCc1c(C)sc(NC(=O)c2noc(C)c2[N+](=O)[O-])c1C#N,18,31,-3,4,-7,i,0,13,3
Cc1ccc(S(=O)(=O)N2CCC(C(=O)OCC(=O)N3CCCCC3C)CC2)cc1C (stereo not drawn),1,-12,-1,4,3,i,8,-6,1
CCn1c(C(=O)O)c(CC(=O)Nc2cccc(C(F)(F)F)c2)c2ccccc21,9,12,-3,-2,-2,i,1,3,-3
Cn1nc(C(C)(C)C)cc1C(=O)NCc1ccc(N2CCCC2=O)cc1,-6,-8,-2,-12,-8,i,8,-6,4
CC(CC(=O)N1CCN(c2cccc(Cl)c2)CC1)S(=O)(=O)c1ccc2c(c1)NC(=O)CO2 (stereo not drawn),5,4,-1,4,0,i,1,14,1
COc1ccc(Cl)cc1NC(=O)COC(=O)/C=C/c1c(C)nn(C2CCS(=O)(=O)C2)c1Cl (stereo not drawn),18,-3,1,-2,-1,i,3,7,-2
COc1cc(/C=C(\C#N)c2[nH]nc(N)c2C#N)cc(OC)c1O,23,-26,-3,-112,-10,i,-129,-22,-8
C#CCn1c(S(=O)(=O)Cc2ccc(C)cc2)nc(-c2ccccc2)c1-c1ccccc1,7,5,-5,-4,29,i,-17,-20,-3
COC(=O)[C@@]12CCCCN1[C@H](c1ccc(-c3ccc(Cl)c(Cl)c3)c(OC)c1)[C@H]1C(=O)N(C)C(=O)[C@H]12,23,16,-3,-6,60*,i,-13,14,0
C/C(=N/NC(=O)c1cccc(Br)c1)C1CC2CCC1C2 (stereo not drawn),9,-29,-1,-13,3,i,-4,-5,-5
COc1ccc2nc(SCC(=O)N3CCCCC3)c(C#N)cc2c1,-4,-5,-10,-6,11,i,6,-9,6
CCN(Cc1cc(=O)n2ccsc2n1)Cc1nc2cc(OC)c(OC)cc2c(=O)[nH]1,-3,-22,-2,14,-6,i,-1,-11,-5
COc1cccc(C(=O)N/N=C/c2ccc(OC)c(COc3ccccc3C(N)=O)c2)c1,8,9,-3,2,-2,i,-1,6,-1
Cc1ccc(-n2c(SCC(=O)Nc3ccc4c5c(cccc35)CC4)nc(O)c(C)c2=O)cc1,3,39,-5,-2,-17,i,0,0,-2
Cc1nnc(SC(C)C(=O)Nc2ccc(S(=O)(=O)N3CCCCC3)cc2)s1 (stereo not drawn),1,-8,-10,-4,-7,i,1,9,3
COC(=O)[C@]12CCCCC=C1N(Cc1cccc3ccccc13)C(=O)[C@H](CC(=O)NCc1cccc(C(F)(F)F)c1)C2,-2,.,-9,1,23,i,-7,-20,.
O=C(Nc1ccccc1)N1CCN(c2cccc(C(F)(F)F)c2)CC1,22,4,-3,4,11,i,1,-6,-2
Cc1ccc(-c2nnc(SCC(=O)Nc3cccnc3Cl)n2N)cc1,2,-43,-2,-5,-8,i,-1,3,1
COc1cccc(CNc2nc3cc(-c4csc5ccccc45)sc3c(=O)n2C)c1,5,-1,-4,-6,23,i,4,0,4
Cc1ccc(NC(=O)C(=O)NC2CCCCC2)cc1,-5,7,-3,3,-3,i,-1,2,1
CCOc1ccccc1CNC(=O)C1CCN(c2nn3c(=O)cc(C)nc3s2)CC1,-16,3,-3,-3,-8,i,2,14,0
COc1ccc(C(=O)O)c(OC)n1,-6,1,-2,3,-6,i,3,5,-3
O=C(/C=C/c1ccccc1)c1ccccn1,3,8,1,-5,-3,i,-10,37*,4
# Other entries:
SMILES,SKN-1 inh,PABP1 MLLE inh,bovine MsrA act,eLon inh,FAS TE block,Neddyl block,MT1-MMP act inh,NRP1-CendR mod,Rin1-Abl PPI inh
COC(=O)c1cc(C(=O)OC)cc(-n2c(C)cc(C(=O)COC(=O)CNS(=O)(=O)c3ccc(C)cc3)c2C)c1,1,-12,-4,-15,24,i,-4,-28,4
Cc1cccc(N2CCN(C(=O)c3nn(C)c4c3CS(=O)(=O)c3ccccc3-4)CC2C)c1 (stereo not drawn),7,-5,-9,6,15,i,7,-1,-1
CC(C)CCNC(=O)CN(C(=O)CCC(=O)Nc1nccs1)c1ccc2c(c1)OCCO2,7,14,-4,-13,-7,i,2,-7,3
O=C1CCCCC1Oc1ccc2ccc(=O)oc2c1 (stereo not drawn),1,-6,-2,4,-7,.,-1,3,3
O=C(Oc1ccc(=O)n(-c2ccccc2)n1)c1ccccc1,-8,2,-11,-6,-4,i,0,-9,5
CCC(CC)NC(=O)COC(=O)c1ccc2c(c1)C(=O)N(Cc1ccco1)C2=O,-12,-22,-5,-1,7,i,2,-8,1
CCOC(=O)c1cnc(Nc2ccccc2)nc1C(F)(F)F,12,-7,0,4,23,i,2,-6,-1
COc1cc(/C=C/C(=O)N(C)c2ccccc2C(=O)O)cc(OC)c1OC,0,0,-4,-8,-7,i,3,9,-2
Cc1ccc(S(=O)(=O)NCc2cccc([N+](=O)[O-])c2)cc1,-6,6,-1,-7,33,i,4,3,-1
COc1ccc(C2=Nc3ccccc3N(C(=O)c3ccncc3)C2C(=O)NC(C)(C)C)cc1 (stereo not drawn),14,.,.,.,.,i,-1,12,.
O=C(Cn1cnc2c(NCc3ccccc3)ncnc21)NCCCc1ccccc1,5,10,-2,-6,-7,i,4,5,-2
S=c1nc(-c2ccco2)[nH][nH]1,-5,25,8.2*,-5,-2,i,0,16,-3
Cc1ccc(NCC(=O)N2CCN(S(=O)(=O)c3ccccc3)CC2)cc1F,15,6,-1,1,6,i,1,1,0
COc1ccc(OC)c(C(c2nnnn2Cc2ccccc2)N2CCC(C(N)=O)CC2)c1 (stereo not drawn),0,-9,-4,0,2,i,3,18,-4
COc1cc(CC(C#N)(CO)c2nc3ccccc3[nH]2)ccc1OC(F)F (stereo not drawn),-3,-5,-5,-11,-6,i,-7,-8,1

# In another format: results already given
SMILES: Cc1ccc(NCC(=O)N2CCN(S(=O)(=O)c3ccccc3)CC2)cc1F
  SKN-1 inh = 15	PABP1 MLLE inh = 6	bovine MsrA act = -1	eLon inh = 1	FAS TE block = 6	Neddyl block = i	MT1-MMP act inh = 1	NRP1-CendR mod = 1	Rin1-Abl PPI inh = 0

SMILES: COc1ccc(OC)c(C(c2nnnn2Cc2ccccc2)N2CCC(C(N)=O)CC2)c1 (stereo not drawn)
  SKN-1 inh = 0	PABP1 MLLE inh = -9	bovine MsrA act = -4	eLon inh = 0	FAS TE block = 2	Neddyl block = i	MT1-MMP act inh = 3	NRP1-CendR mod = 18	Rin1-Abl PPI inh = -4

SMILES: COc1cc(CC(C#N)(CO)c2nc3ccccc3[nH]2)ccc1OC(F)F (stereo not drawn)
  SKN-1 inh = -3	PABP1 MLLE inh = -5	bovine MsrA act = -5	eLon inh = -11	FAS TE block = -6	Neddyl block = i	MT1-MMP act inh = -7	NRP1-CendR mod = -8	Rin1-Abl PPI inh = 1
